# FEN1 inh: inhibitors of human flap endonuclease 1 | Recombinant FEN1 flap cleavage, fluorescence, 15 min | Potency, µM (doses to about 114 µM), for inactives: top-dose activity change, negative = inhibition, hits mostly inhibitors | 0.35% of 390,000 active | AID 588795; note: nearly all actives have a fitted effect of over 65% in size
#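 With each library titrated from low to high concentration, compounds met 10 nM FEN1 for 15 min at room temperature before 50 nM substrate was added; readings at 0 and 15 min fed four-parameter Hill curve fits.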
# N370S GC: inhibits or activates N370S mutant glucocerebrosidase; P04062; N370S GC spleen homogenate, 4MU-glucoside fluorescence; Potency, µM (top dose mostly 59.4 µM), for the others: at the top dose activity change, negative = inhibition, hits mostly inhibitors; 0.092% of 330,000 active; AID 2101;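 note: 0% = full enzyme activity and -100% = no enzyme basal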
# GCN5L2 inh: GCN5L2 (KAT2A) acetyltransferase inhibition. Q92830. 0.21% of 390,000 active. Potency, µM (highest dose often 58.9 µM), for the others: top-dose activity change, negative = inhibition, actives largely listed as inhibitors. GCN5L2 HAT assay, ThioGlo1 CoA-SH fluorescence
# Target sequence (Q92830 whole entry, looked up): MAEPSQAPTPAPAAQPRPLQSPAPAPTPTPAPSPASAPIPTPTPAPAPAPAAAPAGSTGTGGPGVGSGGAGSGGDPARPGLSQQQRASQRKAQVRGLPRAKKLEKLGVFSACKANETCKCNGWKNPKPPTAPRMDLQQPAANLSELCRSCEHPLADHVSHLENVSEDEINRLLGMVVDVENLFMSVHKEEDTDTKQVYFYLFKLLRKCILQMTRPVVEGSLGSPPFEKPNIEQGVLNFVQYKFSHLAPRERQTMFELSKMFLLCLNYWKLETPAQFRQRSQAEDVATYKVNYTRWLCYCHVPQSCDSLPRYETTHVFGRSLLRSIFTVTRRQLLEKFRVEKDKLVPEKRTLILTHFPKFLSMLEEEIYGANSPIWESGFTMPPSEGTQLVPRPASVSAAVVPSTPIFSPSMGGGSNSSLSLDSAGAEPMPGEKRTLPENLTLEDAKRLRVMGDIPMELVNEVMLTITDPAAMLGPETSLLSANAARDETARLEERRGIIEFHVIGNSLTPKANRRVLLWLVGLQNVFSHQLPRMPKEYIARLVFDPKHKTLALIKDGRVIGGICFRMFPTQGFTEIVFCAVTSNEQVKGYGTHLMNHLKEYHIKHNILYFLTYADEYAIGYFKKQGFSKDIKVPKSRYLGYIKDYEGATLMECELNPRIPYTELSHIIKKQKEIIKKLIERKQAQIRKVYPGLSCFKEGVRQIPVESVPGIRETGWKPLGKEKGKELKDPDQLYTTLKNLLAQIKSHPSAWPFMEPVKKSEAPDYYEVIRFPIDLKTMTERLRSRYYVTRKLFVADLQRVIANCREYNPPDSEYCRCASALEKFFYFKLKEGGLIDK
#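 Free CoA generated was detected with ThioGlo1 (50uM) fluorescence at Ex340nm/Em540nm, read immediately and after 20 min at room temperature. Enzyme, 20 nM in HEPES pH 7.5 buffer, saw compounds 15 min before adding 75uM H3(1-25) peptide and 70uM acetyl-CoA.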
# * hit, by the source's call; ? = inconclusive; . = not tested or not shown; & = joins results of further samples. Calls come from the whole dose curve; as a rule, active = well fitted curve in the direction sought with a large enough effect; inconclusive = small, poorly fitted or top-dose-only effect, or another doubt; inactive = no such curve, though single readings can be large; an effect the other way counts as inactive or inconclusive. Unless noted, % is set by controls: 0 for no effect and ±100 for the full control effect; potency is the fitted concentration of half-maximal effect.
SMILES,FEN1 inh,N370S GC,GCN5L2 inh
Cc1ccc(S(=O)(=O)N(Cc2ccccc2F)C(=O)N2CCN(C)CC2)cc1,-3%,-8%,-10%
Cc1nn(-c2ccccn2)c2nc(-c3cccs3)cc(C(=O)NCc3ccco3)c12,-11%,5%,-1%
O=C(c1cc2sccc2n1Cc1ccc(F)cc1)N1CCc2ccccc21,-4%,?,-2%
O=C(COC(=O)COc1ccc(Br)cc1)NCC1CCCO1 (centres undefined),4%,.,-2%
CN1CCN(c2oc(COc3ccc(-c4ccccc4)cc3)nc2C#N)CC1,?,?,-2%
CC1CCC2(CC1)NC(=O)N(CC(=O)N(Cc1ccccc1)C(C)(C)C)C2=O (centres undefined),3%,.,-5%
CCCCNC(=O)c1onc(CSc2ccc(C(C)C)cc2)c1C(=O)O,-9%,5%,15%
CCNC(=O)COc1ccc(S(=O)(=O)Nc2ccccc2)cc1,-8%,2%,-4%
COc1ccc(N2CCN(C(=O)c3cc4c(=O)n(Cc5ccco5)ccc4nc3C)CC2)cc1,16%,.,0%
CN(C)c1ccc(/C=C(\NC(=O)c2ccccc2)C(=O)NCCCn2ccnc2)cc1,1%,-8%,-8%
Cc1ccc(S(=O)(=O)C(CNS(=O)(=O)c2cc(F)ccc2F)c2cccs2)cc1 (centres undefined),-15%,.,-2%
CC(=NC(C)C)C1=C(O)CCC1=O,-1%,6%,-4%
Cc1ccc(-c2nnc(N3CCN(C(=O)Cn4c(=O)n(C)c5ccccc54)CC3)c3ccccc23)cc1,8%,0%,-2%
O=C(COC(=O)c1ccccc1Br)NCc1ccccc1,-3%,-3%,1%
CCOC(=O)c1ccc(Nc2ncnc3ccc(C)cc23)cc1,2%,15%,-4%
Cc1ccccc1-n1ncc2c1CC(C)(C)CC2NC(=O)CCN1Cc2ccccc2C1=O (centres undefined),1%,-5%,1%
Cc1cc(C)c(NC(=O)C2CCN(c3nnc(C)c4c(C)n(-c5ccccc5)nc34)CC2)c(C)c1,-4%,.,-15%
Cc1cc(NC(=O)COc2cccc(Oc3ccccc3)c2)no1,7%,0%,-3%
C[N+](C)(C)CCCC(=O)c1ccc2c(c1)OCO2,8%,7%,-7%
NCCCC[C@H](NC(=O)CNC(=O)[C@@H]1CCCN1C(=O)[C@H](Cc1ccc(O)cc1)NC(=O)CN)C(=O)N[C@@H](Cc1ccccc1)C(=O)O,.,-5%,0%
COc1ccccc1C(=O)Nc1nnn(C)n1,0%,14%,2%
CCN(CC)S(=O)(=O)c1ccc(N=Nc2c(C)[nH]n(C(N)=S)c2=O)cc1,2%,0%,-7%
Nc1ncnc2c1ncn2[C@@H]1O[C@H](COP(=O)(O)OP(=O)(O)CP(=O)(O)O)[C@@H](O)[C@H]1O,.,1%,5%
CNC(=O)C(=O)N1CCC2(CC1)OCCN2S(=O)(=O)c1ccc(C)cc1,3%,-3%,4%
COc1cccc(OC)c1OC(=O)c1cnccn1,-13%,2%,-2%
CCCCN(CCCC)S(=O)(=O)c1ccc(NS(=O)(=O)c2ccc(NC(C)=O)cc2)cc1,-22%,-20%,-19%
CC(=O)c1ccc(NC(=O)c2cc(S(=O)(=O)N3CCCCCC3)cn2C)cc1,17%,.,3%
O=C(Cn1cc(C(=O)c2cccs2)c2ccccc21)NCc1cccs1,-16%,10%,-10%
COc1ccc(-c2cc(-c3ccc(OC)cc3)nc(-c3ccc4c(c3)NC(=O)CO4)c2)cc1,-5%,1%,-14%
CCN(CC(=O)Nc1c(F)cccc1F)C(=O)c1ccc2c(c1)OCCO2,-6%,-5%,-3%
COCCn1c(SCC(=O)Nc2cccc(C)c2C)nc2c(oc3ccccc32)c1=O,4%,.,0%
Cc1cc([N+](=O)[O-])nn1CC(=O)NCc1cccs1,1%,3%,-2%
N#Cc1ccc(S(=O)(=O)N2CCC(C(=O)N3CCN(Cc4ccc5c(c4)OCO5)CC3)CC2)cc1,8%,.,-3%
CCOC(=O)c1c(C)[nH]c(CCC(=O)NCCCN2CCN(c3cc(Cl)ccc3C)CC2)c1C,-16%,.,3%
Cc1ccccc1S(=O)(=O)/N=C(/c1ccccc1)N1CCOCC1,-4%,24%,-17%
COc1ccc(C(=O)COC(=O)CCC(=O)c2cccs2)cc1,-7%,-12%,1%
Cn1cnnc1Sc1ccc(/C=C/C(=O)c2ccc(O)cc2)cc1[N+](=O)[O-],?,?,-13%
CCCCCn1c(=O)[nH]c2cc(C(=O)O)ccc2c1=O,-1%,11%,2%
O=S(=O)(Nc1ncccn1)c1ccc(NC(=S)Nc2cccc(Cl)c2)cc1,.,-2%,-6%
c1ccc(Sc2ncnc3c2oc2ccccc23)nc1,5%,7%,-1%
Cc1ccc(C(=O)/C=C/C(=O)c2ccc(C)cc2)cc1,-3%,8%,-19%
CCN(CC)CCN(Cc1cc2cc3c(cc2[nH]c1=O)OCO3)C(=S)NCCCOC,-9%,?,4%
COC(=O)[C@]1(Cc2ccccc2)N[C@H](CN(C)S(=O)(=O)c2ccc(OC(F)(F)F)cc2)[C@@H]2C(=O)N(C)C(=O)[C@@H]21,-6%,.,-7%
C=CCNC(=S)NNC(=O)Cn1c(-c2ccccc2)cc(=O)n2ncnc12,19%,-5%,-4%
O=C(Nc1cccc(F)c1)c1c(O)c2ccccc2[nH]c1=O,0%,7%,-1%

# 17 successive entries from above, for reference:
SMILES,FEN1 inh,N370S GC,GCN5L2 inh
CCCCN(CCCC)S(=O)(=O)c1ccc(NS(=O)(=O)c2ccc(NC(C)=O)cc2)cc1,-22%,-20%,-19%
CC(=O)c1ccc(NC(=O)c2cc(S(=O)(=O)N3CCCCCC3)cn2C)cc1,17%,.,3%
O=C(Cn1cc(C(=O)c2cccs2)c2ccccc21)NCc1cccs1,-16%,10%,-10%
COc1ccc(-c2cc(-c3ccc(OC)cc3)nc(-c3ccc4c(c3)NC(=O)CO4)c2)cc1,-5%,1%,-14%
CCN(CC(=O)Nc1c(F)cccc1F)C(=O)c1ccc2c(c1)OCCO2,-6%,-5%,-3%
COCCn1c(SCC(=O)Nc2cccc(C)c2C)nc2c(oc3ccccc32)c1=O,4%,.,0%
Cc1cc([N+](=O)[O-])nn1CC(=O)NCc1cccs1,1%,3%,-2%
N#Cc1ccc(S(=O)(=O)N2CCC(C(=O)N3CCN(Cc4ccc5c(c4)OCO5)CC3)CC2)cc1,8%,.,-3%
CCOC(=O)c1c(C)[nH]c(CCC(=O)NCCCN2CCN(c3cc(Cl)ccc3C)CC2)c1C,-16%,.,3%
Cc1ccccc1S(=O)(=O)/N=C(/c1ccccc1)N1CCOCC1,-4%,24%,-17%
COc1ccc(C(=O)COC(=O)CCC(=O)c2cccs2)cc1,-7%,-12%,1%
Cn1cnnc1Sc1ccc(/C=C/C(=O)c2ccc(O)cc2)cc1[N+](=O)[O-],?,?,-13%
CCCCCn1c(=O)[nH]c2cc(C(=O)O)ccc2c1=O,-1%,11%,2%
O=S(=O)(Nc1ncccn1)c1ccc(NC(=S)Nc2cccc(Cl)c2)cc1,.,-2%,-6%
c1ccc(Sc2ncnc3c2oc2ccccc23)nc1,5%,7%,-1%
Cc1ccc(C(=O)/C=C/C(=O)c2ccc(C)cc2)cc1,-3%,8%,-19%
CCN(CC)CCN(Cc1cc2cc3c(cc2[nH]c1=O)OCO3)C(=S)NCCCOC,-9%,?,4%

# Next part.
SMILES,FEN1 inh,N370S GC,GCN5L2 inh
CC(=O)Nc1ccc2[nH]c(C)c(CC=C(Cl)Cl)c(=O)c2c1,-16%,12%,0%
Cc1ccccc1OCC(=O)Nc1ccc2nc(SCC(=O)N3CCc4ccccc43)sc2c1,-11%,.,-9%
Cc1[nH]c2ccccc2c1-c1ccc(Cl)nn1,-7%,-1%,-13%
O=C(NCCc1cccc(C(F)(F)F)c1)C1CCC(=O)N(C2CC2)C1 (centres undefined),4%,2%,-1%
COc1ccc(CC(=O)Nc2nnc(C(C)(C)C)s2)cc1OC,-10%,-1%,-1%
CS(=O)(=O)N(CC(=O)N1CCCCC1)c1sc2c(c1C#N)CCCC2,8%,8%,-4%
O=C(N/C(=C/c1ccccc1)C(=O)N1CCCCCC1)c1ccccc1,4%,-6%,-3%
Cc1ccc(F)c(NC(=O)c2ccc(Cn3cc(Cl)cn3)cc2)c1,-28%,15%,-5%
C=C1/C(=C\C=C2/CCC[C@]3(C)C([C@H](C)CCCC(C)(C)O)CC[C@@H]23)C[C@@H](O)C[C@@H]1O (some centres undefined),.,3%&-17%,-3%&-16%
S=C(NCc1ccco1)N1CCN(c2nc(-c3ccccc3)cs2)CC1,-14%,6%,3%
CCOc1ccc(/C=C2\SC(=S)N(CCC(=O)Nc3cccc(C(=O)O)c3)C2=O)cc1,-30%,-4%,0%
CCOC(=O)N1CCN(C(=O)CSc2nnc(-c3cccc(Cl)c3)o2)CC1,16%,9%,-2%
CC(C)=CCCC1(C)C=Cc2c(c(C)cc3c2[nH]c2cc(O)ccc23)O1 (centres undefined),-26%,6%,?
O=C(O)c1ccc(CNCc2c(Cl)cccc2Cl)cc1,2%,-1%,-5%
O=C(CSc1nc2c([nH]c3ccccc32)c(=O)n1-c1cccc(Cl)c1)NCC1CCCO1 (centres undefined),29%,.,3%
O=C(CN1CCC(Cc2ccccc2)CC1)N1CCc2ccccc2C1,-10%,-9%,-16%
CCOC(=O)c1ccc(NC(=O)CCCN2C(=O)NC3(CCCC3)C2=O)cc1,21%,.,2%
O=C(CNC(=O)c1cccs1)N/N=C/c1c(F)cccc1Cl,3%,-2%,-11%
COc1ccc(C)cc1NC(=O)NC1CCCc2ccccc21 (centres undefined),15%,0%,-3%
C#CCOCCOCCOCCNc1nc(N2CCN(C(=O)[C@H](CCCN=C(N)N)n3cc(C(N)[C@@H](C)CC)nn3)CC2)nc(N2CCN(C(=O)[C@H](CO)n3cc([C@@H](N)C(C)C)nn3)CC2)n1 (some centres undefined),-13%,.,-2%
COc1ccc(N2C(=O)CC(Nc3ccc(C)cc3)C2=O)cc1 (centres undefined),2%,15%,-6%
COc1cc(OC)c(NC(=O)c2nnn(Cc3ccc(C)cc3)c2N)cc1Cl,-19%,.,0%
CC(C)CNC(=O)Nc1ccc(F)c(Cl)c1,-3%,-1%,-6%
CN(C)c1ccc(/C=C/c2nnnn2-c2ccccc2)cc1,-13%,17%,-8%
COCCNC(=O)c1cnn2c1NC(c1ccco1)CC2C(F)(F)F (centres undefined),0%,0%,0%
COc1cccc(Cn2c(=O)c(-c3ccc(F)cc3)nc3cnc(N4CCOCC4)nc32)c1,.,16%,-18%
CC(C)N(C(=O)CSc1nc2ccc(Cl)cc2[nH]1)c1ccccc1,-6%,.,6%
CC(Sc1nnc(COc2ccc3ccccc3c2)n1C)C(=O)O (centres undefined),1%,-5%,-2%
Cc1cc(N2CCCCC2)nc2ccc(NC(=O)c3ccc(Br)o3)cc12,0%,?,-2%
O=C(O)c1ccc2c(c1)ncn2-c1ccc(F)c(F)c1,14%,.,-10%
Nc1ncc(S(=O)(=O)NCc2ccccc2)cn1,-5%,.,-9%
Cc1nc(-c2ccc(C(F)(F)F)cc2)sc1C(=O)NN,14%,7%,1%
COc1ccc(NC(=O)Cn2nnc3ccccc32)c([N+](=O)[O-])c1,-4%,3%,-2%
O=C(Nc1ccc(F)cc1F)c1noc2c1CCC2,-11%,2%,-16%
COc1ccccc1/C=C/C1=NC(=C\N(C)C)/C(=O)O1,10%,7%,-5%
Fc1cccc(C2NC(=S)NC3=C2N2CCC3CC2)c1 (centres undefined),0%,-6%,-5%
COC(=O)c1ccc(NC(=O)c2c(NCc3ccc(OC)c(OC)c3)sc3c2CCCC3)cc1,-18%,.,-3%
Cc1cc(C)nc(NS(=O)(=O)c2ccc(Br)cc2)n1,5%,10%,-3%
COc1ccc(NC(=O)Cn2nnc(C(=O)NCc3ccccc3)c2N)c(OC)c1,11%,0%,-6%
Cc1ccc(C(=O)OCC(=O)Nc2cc(C(C)(C)C)no2)c(C)c1,-4%,.,-5%
O=C(NCCCN1CCCC1)[C@H](CSCc1ccccc1)N1Cc2ccccc2C1=O,13%,-12%,-24%
CCOC(=O)c1ccc(N2C(=O)c3n[nH]c(-c4ccco4)c3C2c2ccc(C)cc2)cc1 (centres undefined),-26%,.,-14%
CC(C)(C)NC(=O)C1Cc2ccccc2CN1C(=O)Nc1cccc(Cl)c1 (centres undefined),8%,-10%,14%
Nc1c(C(=O)Nc2ccc3c(c2)OCCO3)nnn1Cc1cccc(Br)c1,-8%,-2%,-9%
Cc1ccc(Cn2c(CN3CC(C)OC(C)C3)nc3c2c(=O)n(C)c(=O)n3C)cc1 (centres undefined),12%,4%,-15%

# From PubChem BioAssay
